# High-throughput results as filed in PubChem BioAssay.
# SIAE inh – inhibitors of human sialic acid acetylesterase SIAE | SIAE FP-Rh probe binding, fluorescence polarization | inhibition, % at 9.66 µM | 370,000 compounds, 0.69% hits | AID 1053197;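 active = inhibition above a cutoff: mean of compounds within the control limits plus 3 SD of those, cut at about 17% in these data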;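 note: 0% = plate median of compound wells and 100% = probe without SIAE protein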
# ABHD4 inh – inhibits mouse alpha/beta hydrolase domain 4 | purified mABHD4, FP-Rh probe fluorescence polarization | 370,000 compounds, 0.54% hits | Q8VD66 | inhibition, % at 8.92 µM;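 active = inhibition exceeding the mean over every tested compound plus 3 SD, cut at about 30% in these data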;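 note: 0% = plate median of compound wells and 100% = S159A mutant with DMSO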
#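 Doses – 8.92 µM, single dose · Material – wild-type mouse ABHD4 protein · Replication – single well per compound (singlicate) · Measure – percent inhibition of probe binding, normalized to plate controls · Schedule – 45 min compound pre-incubation plus 60 min probe step, 25 °C · Detection – fluorescence polarization with parallel and perpendicular emission, 525/598 nm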
# rCAG RNA binder – r(CAG) repeat RNA binding; TO-PRO-1 dye displacement fluorescence; inhibition, % at 3 µM; 370,000 compounds, 1.3% hits; AID 651821;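 active = inhibition above the plate cutoff, the mean of all test compounds on that plate plus 3 SD, cut at about 35% in these data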;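 note: 0% = DMSO alone and 100% = 100 µM mitoxantrone as full dye displacement; higher means more dye released from RNA so lower well fluorescence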
# GC-A act – GC-A (human) enzyme activation; P16066; HEK293 GC-A cells, cGMP TR-FRET, EC30 ANP; 0% at EC30 ANP, 100% saturating ANP; activation, % at 10 µM; 370,000 compounds, 0.14% hits; AID 1671463; in the data active = activation above about 40%
# MBD2 DNA inh – inhibitors of human MBD2 binding to methylated oligonucleotide; Q9UBB5; TR-FRET; inhibition, % at 4.4 µM; 370,000 compounds, 0.31% hits; AID 686964; in the data active = inhibition above about 13%
# HTRA1 inhibitor – HTRA1 (human) protease inhibition; 340,000 compounds, 0.5% hits; Q92743; recombinant HTRA1, FP-rhodamine activity-based probe, fluorescence polarization; inhibition, % at 5.96 µM; in the data active = inhibition above about 36%;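 note: 0% = enzyme with DMSO and 100% = wells lacking enzyme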
# PRMT1 FP inh – inhibitors of human PRMT1; Q99873; recombinant PRMT1, activity-based probe fluorescence polarization; inhibition, % at 2.79 µM; 370,000 compounds, 1.3% hits;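 active = inhibition above about 21% made by adding two undisclosed values, limit read from the data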
# TCR CD3 inh – inhibitors of human TCR-CD3 interaction | TAMRA-labeled TCR probe fluorescence, biochemical | inhibition, % at 9.4 µM | 360,000 compounds, 0.37% hits; in the data active = inhibition above about 19%;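 note: recombinant mutant TCR 2C K166C tagged with TAMRA read by polarization; 0% = receptor in buffer alone and 100% = receptor with positive control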
# UHRF1 binding – human UHRF1 methylated DNA binding inhibitors | Q96T88 | UHRF1 binding to methylated oligo, TR-FRET | inhibition, % at 4.4 µM | 370,000 compounds, 0.75% hits | AID 687016; in the data active = inhibition above about 21%;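 note: UHRF1 SRA domain binding a hemimethylated CpG hairpin DNA probe; 0% = median of test compound wells and 100% = reference inhibitor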
# NPR2 activator – GC-B (human) receptor activation | activation, % at 10 µM | P20594 | 370,000 compounds, 0.11% hits | AID 1920062 | HEK293-GC-B cells, CNP EC30, cGMP TR-FRET; 0% at EC30 CNP, 100% saturating CNP;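 active = activation at 10 µM reaching about 35% in either raw or pattern-adjusted values, limit read from the data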
# Target sequence (P20594 whole entry, looked up): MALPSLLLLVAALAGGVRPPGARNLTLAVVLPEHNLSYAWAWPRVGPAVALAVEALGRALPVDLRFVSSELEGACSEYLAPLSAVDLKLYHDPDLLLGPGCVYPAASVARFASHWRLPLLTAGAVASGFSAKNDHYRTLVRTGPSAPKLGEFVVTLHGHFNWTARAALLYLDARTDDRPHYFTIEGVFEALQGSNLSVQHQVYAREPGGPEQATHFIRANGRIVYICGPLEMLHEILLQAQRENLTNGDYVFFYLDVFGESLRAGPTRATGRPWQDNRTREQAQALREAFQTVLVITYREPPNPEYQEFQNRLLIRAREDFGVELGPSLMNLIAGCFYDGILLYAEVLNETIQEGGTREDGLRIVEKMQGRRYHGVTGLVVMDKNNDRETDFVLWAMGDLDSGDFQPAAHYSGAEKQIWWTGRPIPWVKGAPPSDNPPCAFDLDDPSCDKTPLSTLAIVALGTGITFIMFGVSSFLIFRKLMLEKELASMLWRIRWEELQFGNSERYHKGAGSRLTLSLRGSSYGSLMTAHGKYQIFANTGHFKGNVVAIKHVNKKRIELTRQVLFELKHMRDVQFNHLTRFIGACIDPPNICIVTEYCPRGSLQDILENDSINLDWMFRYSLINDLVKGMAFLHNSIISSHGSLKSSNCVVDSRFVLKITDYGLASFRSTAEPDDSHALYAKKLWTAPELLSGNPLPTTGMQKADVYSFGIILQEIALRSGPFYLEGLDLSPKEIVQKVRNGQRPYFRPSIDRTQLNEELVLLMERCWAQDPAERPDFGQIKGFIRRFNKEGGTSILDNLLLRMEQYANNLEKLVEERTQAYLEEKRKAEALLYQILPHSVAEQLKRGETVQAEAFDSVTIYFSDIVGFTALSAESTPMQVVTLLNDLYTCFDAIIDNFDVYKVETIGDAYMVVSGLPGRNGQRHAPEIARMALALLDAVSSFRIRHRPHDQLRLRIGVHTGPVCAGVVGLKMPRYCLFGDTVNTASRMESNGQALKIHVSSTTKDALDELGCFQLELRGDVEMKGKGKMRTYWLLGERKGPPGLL
# * marks the source's active call; other numbers are inactive results; nt = not tested or not shown.
# Start of the data: the first five records, to show the layout:
item	smiles	SIAE inh	ABHD4 inh	rCAG RNA binder	GC-A act	MBD2 DNA inh	HTRA1 inhibitor	PRMT1 FP inh	TCR CD3 inh	UHRF1 binding	NPR2 activator
1	Cc1cc(NC(=O)CSc2nnc(C3CC3)n2Cc2ccccc2)no1	4	-1	0	-12	8	-2	0	-6	2	-11
2	COc1cccc(-c2ccc(-c3noc(-c4cccs4)n3)c(OC)n2)c1	-3	-13	4	-1	8	5	1	-2	7	2
3	Cc1cc(C)nc(SCc2nnc(SCC(=O)Nc3cc(C(F)(F)F)ccc3Cl)o2)n1	-2	4	-2	-2	0	-1	1	7	0	2
4	COCCOC(=O)C1=C(C)NC2=C(C(=O)CC(C)(C)C2)C1c1cc2c(cc1Br)OCO2 (stereo unspecified)	7	7	-2	-10	2	-3	6	2	0	5
5	CC(O)(CS(=O)(=O)Cc1ccccc1)C(=O)Nc1cccc(C(F)(F)F)c1 (stereo unspecified)	2	-4	1	-1	-5	-7	1	11	-3	1

# The listing, previewed entries included:
item	smiles	SIAE inh	ABHD4 inh	rCAG RNA binder	GC-A act	MBD2 DNA inh	HTRA1 inhibitor	PRMT1 FP inh	TCR CD3 inh	UHRF1 binding	NPR2 activator
1	Cc1cc(NC(=O)CSc2nnc(C3CC3)n2Cc2ccccc2)no1	4	-1	0	-12	8	-2	0	-6	2	-11
2	COc1cccc(-c2ccc(-c3noc(-c4cccs4)n3)c(OC)n2)c1	-3	-13	4	-1	8	5	1	-2	7	2
3	Cc1cc(C)nc(SCc2nnc(SCC(=O)Nc3cc(C(F)(F)F)ccc3Cl)o2)n1	-2	4	-2	-2	0	-1	1	7	0	2
4	COCCOC(=O)C1=C(C)NC2=C(C(=O)CC(C)(C)C2)C1c1cc2c(cc1Br)OCO2 (stereo unspecified)	7	7	-2	-10	2	-3	6	2	0	5
5	CC(O)(CS(=O)(=O)Cc1ccccc1)C(=O)Nc1cccc(C(F)(F)F)c1 (stereo unspecified)	2	-4	1	-1	-5	-7	1	11	-3	1
6	COc1ccc(CCN2CC(C(=O)N(C)Cc3ccc(C)o3)CCC2=O)cc1 (stereo unspecified)	-1	-1	-7	-3	0	0	8	5	-2	-1
7	O=C(COC(=O)c1cnccn1)c1ccc2ccccc2c1	-7	-2	2	1	0	2	-2	-1	0	-5
8	NC(=O)c1ccsc1NC(=O)COC(=O)C1=NNC(=O)CC1	-4	1	3	0	2	1	3	-6	-1	-3
9	COc1ccc(/C(C)=N\NC(=O)CNC(=O)C(c2ccccc2)c2ccccc2)cc1OC	-4	3	1	-2	-1	-1	1	-3	0	2
10	O=C(CN(Cc1cccs1)C(=O)c1csnn1)NC1CCCC1	8	7	-3	-5	-3	10	0	3	0	3
11	CC1Cc2ccccc2N1C(=O)CSc1ncccn1 (stereo unspecified)	-8	4	0	3	0	-2	-1	-2	4	0
12	O=C(COc1ncnc2ccccc12)Nc1cc(S(=O)(=O)N2CCOCC2)ccc1Cl	-1	-2	1	3	9	1	-1	-2	12	0

# (further entries)
item	smiles	SIAE inh	ABHD4 inh	rCAG RNA binder	GC-A act	MBD2 DNA inh	HTRA1 inhibitor	PRMT1 FP inh	TCR CD3 inh	UHRF1 binding	NPR2 activator
13	CC(C)(C)c1ccc(C(=O)NCCCNC(=O)c2ccccn2)cc1	-3	-11	0	5	7	-12	3	-3	5	-2
14	CC(=NNC(=S)Nc1ccccc1)c1ccccn1	5	4	3	3	-7	5	-7	-5	-11	3
15	Clc1ccccc1C1CC(c2ccccc2)=Nc2ccccc2N1 (stereo unspecified)	2	13	1	-1	0	-19	3	4	1	1
16	CCN1CCCC1CNC(=O)c1ccccc1Cl (stereo unspecified)	0	4	3	1	-3	-3	0	0	-1	-2
17	Cc1cc(C(=O)NC(=S)Nc2cccc(NC(=O)C(C)C)c2)ccc1[N+](=O)[O-]	-3	-1	4	-5	1	-5	1	-3	2	9
18	O=C(c1cc(S(=O)(=O)N2CCOCC2)c(Cl)cc1Cl)N1CCN(S(=O)(=O)c2cccc(F)c2)CC1	1	-3	5	0	-2	1	4	-6	-1	3
19	O=C(Cc1ccc2c(c1)OCCO2)Nc1cc(Cl)ccc1N1CCOCC1	-4	-9	-3	-6	0	-9	-1	0	0	-4
20	COc1cccc(S(=O)(=O)N(C)C[C@H]2Oc3ncc(Br)cc3C(=O)N([C@H](C)CO)C[C@H]2C)c1	-4	-1	1	-5	-5	0	-6	3	-2	2
21	Cc1ccc(N=Cc2c(C)[nH]n(-c3ccccc3)c2=O)nc1	7	2	0	3	-4	1	-4	-1	-6	-2
22	COc1ccc(S(=O)(=O)N2CCCN(CC(=O)C(C)(C)C)CC2)cc1	-1	4	9	5	0	1	4	-6	6	0
23	CCOC(=O)c1cc2c(ccn2-c2ccc(F)cc2)n1CC(=O)N1CCN(C(=O)c2ccco2)CC1	-3	6	5	-10	2	0	-1	1	3	-4
24	CCOc1ccc(C(O)C(CN2CCOCC2)c2ccccc2)cc1 (stereo unspecified)	3	-12	-1	-3	8	-1	-2	-3	3	2

# Additional entries
item	smiles	SIAE inh	ABHD4 inh	rCAG RNA binder	GC-A act	MBD2 DNA inh	HTRA1 inhibitor	PRMT1 FP inh	TCR CD3 inh	UHRF1 binding	NPR2 activator
25	C[C@H](NC(=O)c1ncn2c1C(=O)N(C)CC2)C(=O)OC(C)(C)C	-4	3	1	-2	1	-2	0	4	-1	3
26	COC(=O)Cn1cnc2scc(-c3ccc(C)c(C)c3)c2c1=O	-4	-7	-1	1	10	2	9	6	2	0
27	Cc1cc(OC(C)C(=O)NCCCN2CCOCC2)c2c(C)c(C)c(=O)oc2c1 (stereo unspecified)	1	2	-5	-4	0	2	-3	13	0	1
28	CCOc1ccc(S(=O)(=O)N2CN3CCN(C3)C2)cc1	-7	-1	-5	4	0	3	0	-3	4	3
29	NC(=O)C1CCN(C(=O)CCn2c(=O)oc3ccccc32)CC1	-12	-5	-1	3	1	-7	-9	-1	0	7
30	CC(=O)c1sc(NC(=O)CCN2C(=O)c3ccccc3C2=O)nc1C	-7	-3	3	-5	-2	-2	0	8	1	-3
31	CC(=O)NCCOc1cccc(OCCNC(C)=O)c1	5	3	1	3	1	2	-1	6	-3	1
32	Cc1cc(C)nc(SCC(=O)Nc2nonc2N)n1	-1	2	1	-5	-3	4	3	-6	2	4
33	CC(C)CCNC(=O)c1cc(-c2ccncc2)nc2ccc(S(=O)(=O)N3CCOCC3)cc12	2	-2	-1	5	0	5	-1	6	0	2
34	O=C(Cc1ccc(-n2c(=O)c3ccccc3n(Cc3cccc([N+](=O)[O-])c3)c2=O)cc1)NCC1CCCO1 (stereo unspecified)	1	-1	2	1	-1	nt	-3	0	1	4
35	CCOC(=O)Cn1c(=O)c2c(nc3n2CCCCN3c2ccc(C)cc2)n(C)c1=O	-5	-11	1	7	-7	4	-4	5	3	7
36	Cc1occc1C(=O)N/N=C/c1ccc(Br)s1	-7	-2	-2	3	-1	-5	0	1	1	-4

# Following part.
item	smiles	SIAE inh	ABHD4 inh	rCAG RNA binder	GC-A act	MBD2 DNA inh	HTRA1 inhibitor	PRMT1 FP inh	TCR CD3 inh	UHRF1 binding	NPR2 activator
37	Cc1nc(-c2ccc(F)cc2)c(CC(=O)N(C)CC(=O)Nc2ccccc2C(F)(F)F)s1	4	5	-5	1	-3	6	3	2	2	-2
38	COc1ccccc1N1CCN(CCCCN2C(=O)C3CCCN3C2=O)CC1 (stereo unspecified)	-12	2	-8	1	4	6	2	-5	2	5
39	O=C(O)c1ccc(/C=N/NC(=O)c2cc(-c3ccc4c5c(cccc35)CC4)n[nH]2)cc1	-114	-79	81*	-2	-2	-145	6	-2	-1	0
40	O=C1Nc2ccccc2-n2nnnc2C1N1CCN(c2ccc(C(F)(F)F)cn2)CC1 (stereo unspecified)	0	1	2	2	-5	nt	-5	5	-1	-3
41	CN(C)c1ccnc2sc3c(NCC(O)CO)ncnc3c12 (stereo unspecified)	5	4	-1	4	8	2	1	1	1	1
42	CN(C)N=Nc1ccc(S(=O)(=O)NC(Cc2ccccc2)C(=O)O)cc1 (stereo unspecified)	-1	7	3	4	0	9	-2	3	4	1
43	CCOC(=O)CC[C@H]1CC[C@]2(CCCN(S(=O)(=O)C3CCCCC3)C2)O1	10	0	-1	2	-3	nt	-3	nt	42*	3
44	C[C@H]1COc2cccc(N3CCSCC3)c2S(=O)(=O)N1C	-4	4	0	3	0	nt	5	nt	2	2
45	Cc1nnc2sc(SCC(=O)N3CCc4ccccc43)nn2c1=O	4	-1	-3	-1	6	1	0	-4	3	-7
46	C(=N\c1nc2ccccc2[nH]1)/c1cccs1	6	2	1	10	0	8	-4	0	0	3
47	CC1=NN(C(=O)Cc2ccccc2)C(O)(c2ccccc2)C1 (stereo unspecified)	-9	-14	-6	4	10	-1	3	6	5	0
48	O=C(NC1CCCC1)C(C1CC1)n1c(-c2ccncc2)nc2ccccc21 (stereo unspecified)	-5	2	0	-3	-4	nt	-4	4	-1	-4

# Carrying on:
item	smiles	SIAE inh	ABHD4 inh	rCAG RNA binder	GC-A act	MBD2 DNA inh	HTRA1 inhibitor	PRMT1 FP inh	TCR CD3 inh	UHRF1 binding	NPR2 activator
49	Cc1cccc(S(=O)(=O)NC(=O)C2(C)CCN2C(=O)Cc2cccs2)c1 (stereo unspecified)	1	4	2	1	-3	nt	1	-2	0	9
50	O=C(CSCc1c(F)cccc1F)Nc1ccccc1	-1	-2	-2	4	-1	3	-7	2	-1	3
51	Clc1ccc(C2=CSC3=NCCN23)cc1Cl	-3	-2	-1	-1	-5	6	11	1	-3	-9
52	CCc1ccccc1NC(=O)Cn1nc(C(F)(F)F)cc1C1CC1	-7	1	-3	4	2	-2	-3	4	1	2
53	COC(=O)c1cc(OC)c(OC)cc1N	-5	-4	0	0	2	12	1	1	4	3
54	COc1ccc(C2=NCCn3c2c2ccc(C(F)(F)F)cc2[n+]3[O-])cc1	2	7	-8	3	1	3	1	-2	-3	-2
55	CC(=O)c1c(C)[nH]c(C(=O)OCC(=O)Nc2ccc([N+](=O)[O-])cc2Cl)c1C	10	6	-3	2	5	2	0	7	-3	-4

# A draw from above in order of length of the SMILES, ascending.
item	smiles	SIAE inh	ABHD4 inh	rCAG RNA binder	GC-A act	MBD2 DNA inh	HTRA1 inhibitor	PRMT1 FP inh	TCR CD3 inh	UHRF1 binding	NPR2 activator
53	COC(=O)c1cc(OC)c(OC)cc1N	-5	-4	0	0	2	12	1	1	4	3
50	O=C(CSCc1c(F)cccc1F)Nc1ccccc1	-1	-2	-2	4	-1	3	-7	2	-1	3
52	CCc1ccccc1NC(=O)Cn1nc(C(F)(F)F)cc1C1CC1	-7	1	-3	4	2	-2	-3	4	1	2
48	O=C(NC1CCCC1)C(C1CC1)n1c(-c2ccncc2)nc2ccccc21 (stereo unspecified)	-5	2	0	-3	-4	nt	-4	4	-1	-4
55	CC(=O)c1c(C)[nH]c(C(=O)OCC(=O)Nc2ccc([N+](=O)[O-])cc2Cl)c1C	10	6	-3	2	5	2	0	7	-3	-4

# Some of the entries so far, in transposed form:
(50) O=C(CSCc1c(F)cccc1F)Nc1ccccc1
(51) Clc1ccc(C2=CSC3=NCCN23)cc1Cl
assay / entry | 50 | 51
SIAE inh | -1 | -3
ABHD4 inh | -2 | -2
rCAG RNA binder | -2 | -1
GC-A act | 4 | -1
MBD2 DNA inh | -1 | -5
HTRA1 inhibitor | 3 | 6
PRMT1 FP inh | -7 | 11
TCR CD3 inh | 2 | 1
UHRF1 binding | -1 | -3
NPR2 activator | 3 | -9

# Some of the compounds tested. The share of hits here may be higher or lower than overall.
